High-throughput results deposited in PubChem by several laboratories.
JMJD2C inh = inhibitors of human GASC-1 (JMJD2C) demethylase; AID 2099; GST-JMJD2C(1-420) H3K9me3 demethylation, DELFIA europium; inhibition, % at 2.35 µM; actives 0.069% (n = 330,000);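 active = more than half of a compound's replicate wells show inhibition beyond 50%, single wells judged on their own value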;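 note: signal counts dimethyl H3K9 product captured on neutravidin plate; 0% = median of DMSO wells and 100% = 0.3 times that DMSO median; strong numbers were not always called active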
procasp3 activ = procaspase-3 (human) activation; actives 0.11% (n = 330,000); recombinant procaspase-3 D3A, Ac-DEVD-pNA absorbance 405 nm; P42574; activation, % at 8.5 µM;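 active = activation above the mean of all tested compounds plus 3 SD, cut at about 21% in these data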;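 note: 0% = DMSO alone and 100% = DMSO wells spiked with extra 5 µM PC-3 D3A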
Target sequence (P42574 whole entry D9A/D28A/D175A): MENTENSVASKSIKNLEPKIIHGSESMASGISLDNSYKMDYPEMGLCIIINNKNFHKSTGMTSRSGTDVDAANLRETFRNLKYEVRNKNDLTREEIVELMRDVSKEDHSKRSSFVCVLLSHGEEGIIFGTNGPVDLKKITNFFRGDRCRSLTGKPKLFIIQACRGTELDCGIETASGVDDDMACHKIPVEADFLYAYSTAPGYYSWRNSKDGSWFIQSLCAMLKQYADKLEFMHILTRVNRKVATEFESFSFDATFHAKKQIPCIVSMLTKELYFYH
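System: Procaspase-3 D3A mutant. Medium: Zinc-free 300 mM NaCl, 50 mM HEPES, 0.01% Triton X-100. Schedule: 1 h preincubation plus 2 h reaction at 25 °C. Measured by: 405 nm absorbance of p-nitroaniline, reads at 0 and 120 min. Read-out: percent activation relative to control range.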
HCV core dimer = HCV core protein dimerization inhibition. AID 1899. TR-FRET GST/Flag-core106 dimerization, 1536-well. inhibition, % at 5 µM. actives 0.33% (n = 300,000);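 active = inhibition above the mean of all tested compounds plus 3 SD, set per screening campaign, cut at about 45% in these data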
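System: GST/Flag-tagged HCV core106 proteins. Incubation: compound-protein-antibody incubation 4 h at 22.5 °C. Technique: HTRF with 340 nm excitation, 617/671 nm emission. Medium: KF-containing HEPES buffer, pH 7.45, DTT, CHAPS, BSA. Read-out: inhibition (%) from 671 over 617 nm ratio. Also added: Eu(K)-anti-GST 90 ng/mL plus XL665-anti-Flag 1 µg/mL.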
Fh CTSL1 inh = cathepsin L1 inhibition, PFM18AAP counter-screen. recombinant F. hepatica cathepsin L1, Z-Leu-Arg-MCA fluorescence. inhibition, % at 5.96 µM. actives 0.49% (n = 300,000);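 active = inhibition above the mean of all tested compounds plus 3 SD, set per screening campaign, cut at about 17% in these data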;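 note: 0% = plate median of test compound wells and 100% = 1 µM Z-Phe-Ala-diazomethylketone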
VLA-4 inh = inhibition in a human VLA-4 binding assay | VLA-4 expressing cells, ligand binding flow cytometry | actives 0.2% (n = 330,000) | P13612 | inhibition, % (about 7 µM as worked out from the volumes in the protocol); in the data active = inhibition above about 50%
procasp7 counter = counter-screen: procaspase-7 (human) activation; recombinant procaspase-7, Ac-DEVD-pNA absorbance 405 nm; D23A/D198A/D206A triple mutant, cannot self-cleave; scale: DMSO 0, 5 µM enzyme 100; P55210; actives 0.093% (n = 330,000); activation, % at 8.5 µM; AID 463210;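 active = percent activation above the screen-wide mean plus 3 SD, cut at about 25% in these data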
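Assay system – Uncleavable procaspase-7 mutant enzyme · Quantity – 2 µM procaspase-7 mutant as dispensed · Times – 1 h preincubation, 2 h reaction · Dosing – single nominal 8.5 µM compound dose, 0.8% DMSO final · Buffer or medium – Zinc-free 50 mM HEPES buffer, pH 7.4, with NaCl and Triton X-100 · Detection – Epi-absorbance of released pNA at 405 nm, two timepoints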
GRK2 inh = human GRK2 inhibition via aptamer displacement; P25098; bead flow cytometry, FAM-aptamer displacement from GRK2; inhibition of aptamer binding, % at 10 µM; actives 0.59% (n = 330,000);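 active = inhibition of aptamer binding above 40%, roughly 3 SD of noise, on plates passing a quality check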;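 note: median bead fluorescence of bound FAM aptamer so fluorescent compounds give negative values; no value below 0 was filed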
Target sequence (P25098 whole entry, looked up): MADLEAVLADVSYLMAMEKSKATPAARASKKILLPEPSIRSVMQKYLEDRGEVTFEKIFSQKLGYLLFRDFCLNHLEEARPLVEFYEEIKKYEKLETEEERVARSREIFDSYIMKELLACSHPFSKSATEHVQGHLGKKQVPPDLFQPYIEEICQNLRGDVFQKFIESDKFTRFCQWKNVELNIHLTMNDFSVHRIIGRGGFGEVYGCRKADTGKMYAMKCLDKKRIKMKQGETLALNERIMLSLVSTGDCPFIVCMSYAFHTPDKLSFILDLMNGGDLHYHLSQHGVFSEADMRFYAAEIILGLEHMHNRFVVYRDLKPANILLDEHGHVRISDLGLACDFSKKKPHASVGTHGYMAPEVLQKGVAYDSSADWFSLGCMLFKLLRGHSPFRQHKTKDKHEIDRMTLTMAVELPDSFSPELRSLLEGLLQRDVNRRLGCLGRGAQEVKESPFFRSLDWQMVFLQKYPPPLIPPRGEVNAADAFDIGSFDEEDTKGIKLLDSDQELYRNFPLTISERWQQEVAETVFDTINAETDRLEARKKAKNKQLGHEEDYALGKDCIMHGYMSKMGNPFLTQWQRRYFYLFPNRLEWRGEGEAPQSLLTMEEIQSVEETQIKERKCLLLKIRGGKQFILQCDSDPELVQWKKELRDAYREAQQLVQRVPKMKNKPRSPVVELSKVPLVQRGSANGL
PP1 counter = counter-screen for PP5 inhibitors: inhibitors of human PP1-alpha; inhibition, % at 6.7 µM; actives 0.9% (n = 320,000); AID 2235; P62136; purified PP1alpha, OMFP fluorescence;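 active = inhibition above the mean inhibition of all tested compounds plus 3 SD, computed separately for each screening campaign, cut at about 15% in these data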
PP5 primary = PP5 (human) phosphatase inhibition. actives 0.18% (n = 320,000). inhibition, % at 6.7 µM. P53041. purified PP5c, OMFP substrate fluorescence;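 active = inhibition above the campaign's mean inhibition across all tested compounds plus 3 SD, cut at about 9.5% in these data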;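 note: 0% = DMSO only and 100% = 100 µM cantharidin control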
* marks the source's active call; other numbers are inactive results; x = not tested or not shown. This is a random part of the collection; about 2.6% have a hit in one of these screens.

SMILES	JMJD2C inh	procasp3 activ	HCV core dimer	Fh CTSL1 inh	VLA-4 inh	procasp7 counter	GRK2 inh	PP1 counter	PP5 primary
CNC(=S)N(CCc1ccccc1)Cc1cc2cc(OC)c(OC)cc2[nH]c1=O	7.5	-3.2	2.8	1.1	-11.6	0.6	1.0	-1.3	6.2
Cc1ccc(C)c(NS(=O)(=O)c2cc(C(=O)N3CCCC3)ccc2Cl)c1	-2.0	0.1	1.6	4.1	3.9	-1.4	0.0	-3.3	3.5
Cc1ccnc2nc(C(=O)OCCOc3ccc(Cl)cc3)nn12	6.2	-1.7	1.8	-1.9	0.6	-4.5	0.0	-2.7	0.7
CCCc1ccc2oc(C(=O)N(C)CCn3ccnc3C)c(C)c2c1	8.4	4.1	-7.9	1.1	15.3	1.9	0.0	0.7	0.6
CC(C)c1ccc(NC(=S)NN2CCOCC2)cc1	-2.1	11.6	5.9	0.9	11.2	0.1	0.0	-1.8	0.9
CCN(Cc1ccccc1)S(=O)(=O)c1ccc(C(=O)N(CCCN(C)C)c2nc3c(F)cccc3s2)cc1	-10.7	5.4	-4.5	3.2	15.4	0.0	0.0	5.4	4.6
CCCC1CCC(=NNC(=O)OC(C)(C)C)CC1 (centres undefined)	0.4	5.9	-1.3	-2.1	9.2	4.7	8.0	-2.0	1.0
Cc1cc(C)n(C(=O)Cn2nc([N+](=O)[O-])cc2C)n1	0.8	8.1	-0.9	-3.1	-13.3	0.9	0.0	-4.9	-3.0
Cc1cc(NC(=O)C(C)SCC(=O)Nc2nc3c(F)cc(F)cc3s2)no1 (centres undefined)	1.9	-5.3	x	x	-4.3	-9.2	6.0	1.1	3.1
CCN(CC)S(=O)(=O)c1ccc(S(=O)(=O)N2CCN(C(=O)c3ccco3)CC2)cc1	3.4	-7.9	2.7	-2.0	3.2	2.2	0.0	-4.7	-1.6
C1=CCC(/C=N/n2cnnc2)CC1 (centres undefined)	1.8	2.4	-0.4	6.0	-3.8	2.7	0.0	-3.3	-1.8
COCCn1c(-c2ccc(OC)cc2)c(-c2ccc(OC)cc2)oc1=O	-8.0	-2.6	-1.8	-5.6	6.0	-4.4	6.0	-2.5	0.3
Clc1ccccc1Cn1nnc2c(N3CCOCC3)nc(C3CC3)nc21	24.1	11.8	2.5	3.3	11.2	2.5	0.0	-0.3	1.6
Cc1ccc(OCc2nnc(NC(=O)c3cccnc3)s2)cc1	2.9	1.8	-0.8	4.0	-12.4	-2.9	3.0	-3.7	-2.1
O=C(CSc1ccc(-c2ccccn2)nn1)NC1CCCC1	10.6	1.9	3.1	1.4	8.0	0.1	0.0	-3.2	1.9
CC(=O)c1ccc(NC(=O)c2noc(C(C)C)c2[N+](=O)[O-])cc1	-1.1	-6.3	4.4	-0.2	13.3	-4.2	0.0	-0.6	2.5
CCOc1ccc(Cl)cc1S(=O)(=O)NCc1ccccn1	-19.1	0.3	-1.5	-1.3	11.0	-4.7	0.0	-0.9	2.6
Fc1cccc(F)c1CSc1nc2ccccc2[nH]1	-19.5	-1.5	-2.9	2.2	13.4	-2.8	2.0	-0.5	2.1
c1ccc(Cn2c(NCc3ccccn3)nc3ccccc32)cc1	-5.5	1.4	-3.8	-0.7	4.1	-2.5	0.0	0.8	1.2
O=C(CCCN1C(=O)c2cccc3cccc(c23)C1=O)NCc1ccco1	-26.7	1.8	1.9	5.7	1.0	-3.6	0.0	0.0	-0.5
CCC(CC)NC(=O)Cc1ccccc1OC	1.6	1.1	-3.6	0.2	-0.2	8.8	0.0	-1.8	0.0
Cc1cc(C(=O)NC(C)CCC(C)C)c2ccccc2n1 (centres undefined)	-1.0	-4.3	2.2	-1.0	16.3	7.6	1.0	-4.6	-0.9
COc1ccc(OCC(=O)Nc2cccc(C(C)=O)c2)cc1	-14.0	-3.9	-2.4	-1.5	-4.8	1.9	0.0	1.4	-0.3
COC(=O)c1cccc(OC(N)=O)c1	8.8	-3.4	-1.6	-0.2	0.7	3.8	0.0	0.6	2.1
Cc1ccc(N(C)C(=O)C2CCCN2S(=O)(=O)c2cccc3nsnc23)cc1 (centres undefined)	-11.6	6.1	-0.4	-3.7	-395.4	10.1	3.0	0.9	1.4
O=C(NCC1CCCO1)c1ccc(Cl)c(F)c1F (centres undefined)	1.9	9.6	1.2	0.5	9.3	-1.2	3.0	-3.6	-2.7
Cc1nnc(SCC(=O)N(C(C)C)C(C)C)[nH]c1=O	-6.3	-0.9	-1.2	2.3	-6.0	0.1	0.0	0.5	-1.9
O=C(c1ccco1)N1CCN(C(=S)Nc2ccc(F)c(Cl)c2)CC1	0.1	-9.4	19.3	-1.8	3.0	-2.0	13.0	-0.1	-0.8
N#C/C(=N\Nc1ccccc1)C(=N)N1CCCCCC1	-13.0	2.5	-0.6	4.2	-5.5	-1.0	0.0	-0.7	-0.1
Cc1cc(NC(=O)NC(=O)c2ccc(F)cc2F)n[nH]1	-2.7	-6.7	-1.8	-1.7	18.9	8.2	0.0	-4.2	-0.9

Complete entries as entered above. Order of values: JMJD2C inh	procasp3 activ	HCV core dimer	Fh CTSL1 inh	VLA-4 inh	procasp7 counter	GRK2 inh	PP1 counter	PP5 primary
N#C/C(=N\Nc1ccccc1)C(=N)N1CCCCCC1 reads -13.0	2.5	-0.6	4.2	-5.5	-1.0	0.0	-0.7	-0.1
O=C(c1ccco1)N1CCN(C(=S)Nc2ccc(F)c(Cl)c2)CC1 reads 0.1	-9.4	19.3	-1.8	3.0	-2.0	13.0	-0.1	-0.8

More compounds.
SMILES	JMJD2C inh	procasp3 activ	HCV core dimer	Fh CTSL1 inh	VLA-4 inh	procasp7 counter	GRK2 inh	PP1 counter	PP5 primary
O=C(CCC(=O)Nc1ccc(Cl)cc1Cl)N/N=C/c1ccc([N+](=O)[O-])o1	6.5	1.9	-1.0	-0.1	-6.2	-7.2	13.0	-0.9	0.9
C[C@@H]1ON(C2CCCCC2)[C@H]2c3nc4ccccc4n3C[C@@H]12	-0.6	11.0	-6.3	-2.9	11.2	7.0	3.0	4.2	1.3
NC(=O)C1CCN(Cc2nc3c(Br)cc(Br)cc3c(=O)[nH]2)CC1	0.3	3.6	1.4	-3.4	-3.1	-6.5	0.0	-4.6	-1.9
O=C(CSc1nc2ncc(Cl)cc2[nH]1)N1CCC(Cc2ccccc2)CC1	6.8	-5.6	x	x	21.2	-0.3	2.0	x	x
COc1ccccc1OCC#CCSc1ncccn1	4.6	7.5	-1.8	-2.2	5.3	6.1	1.0	-2.2	-0.3
Cc1ccc(C(=O)NNC(=O)c2ccc(NC(=O)C(C)(C)C)cc2)cc1	-8.5	2.3	5.5	-10.7	21.8	6.2	3.0	-2.8	-0.7
Cc1cc(N/N=C/c2ccncc2)c([N+](=O)[O-])cc1[N+](=O)[O-]	6.9	6.7	1.2	-2.8	-0.6	4.8	1.0	-3.9	2.7
Cc1noc(C)c1CSCC(=O)Nc1cc(S(=O)(=O)N2CCOCC2)ccc1OC(C)C	-6.1	-9.4	1.5	-1.1	-25.1	1.5	26.0	-4.7	-1.8
Cc1ccc(CNC(=O)c2ccccc2NC(=O)C2=CSCCO2)cc1	1.6	-8.2	1.7	-0.8	4.9	8.4	1.0	0.3	0.4
O=C(CN1CCN(CCN2C(=O)c3cccc4cccc(c34)C2=O)CC1)c1ccc(F)cc1	-0.9	1.6	3.3	1.2	-7.6	-4.0	0.0	4.2	-3.1
CC(CCc1ccccc1)NC(=O)C1CCC1 (centres undefined)	-8.1	0.9	1.9	-4.7	-2.4	-0.2	0.0	-2.7	-2.0
CCC(C)n1c(SCC(=O)NC(=O)c2cccn2C)nc2ccccc2c1=O (centres undefined)	-2.8	5.9	6.0	-1.2	1.6	-12.3	3.0	3.3	3.2
CCOC(=O)c1oc2c(c1C)/C(=N/O)CCC2	-90.3	-0.9	6.0	-2.9	-5.7	6.5	1.0	-0.2	3.3
O=C(Nc1nc2ccc(F)cc2s1)C1CCCO1 (centres undefined)	-22.4	2.1	-3.4	0.6	10.9	1.1	2.0	-1.2	2.6
C=CCN1C(=O)CN=C1NCc1ccccc1	13.6	11.6	-1.7	3.1	-1.5	11.2	6.0	-2.3	-0.4
COc1cc2[nH]c(=O)c(C(=O)NCCCN3CCOCC3)c(O)c2cc1OC	1.9	4.9	0.2	2.2	0.2	-2.6	4.0	0.4	-0.3
CCCc1nc2nc(C)c(NS(=O)(=O)c3ccc(CC(C)C)cc3)c(=O)n2[nH]1	-8.2	-3.8	-5.4	-1.8	-6.3	-5.8	5.0	-3.0	0.3
Cc1ccc(S(=O)(=O)/N=C(/Nc2ccc([N+](=O)[O-])cc2[N+](=O)[O-])c2ccccc2)cc1	-2.3	-1.8	x	x	0.5	1.0	3.0	x	x
O=C(/C=C(O)/C=C/c1ccc(O)cc1)/C=C/c1ccc(O)cc1	-3.0	-1.4	x	x	0.0	5.5	10.0	-6.6	-4.4
Cn1c2c(c(=O)n(C)c1=O)C(CC(=O)Nc1ccccc1)C(=O)N2 (centres undefined)	-2.1	2.0	0.5	-7.6	28.6	4.6	3.0	-1.8	1.1
COCC(=O)N1CCCC(N(C)CCc2ccc(OC)c(OC)c2)C1 (centres undefined)	17.0	0.6	-8.4	-0.4	-6.7	9.9	2.0	-1.4	-1.5
COc1cc(OC)c(OC)cc1C=NCC1(c2ccccc2)CCCC1	-7.1	6.0	-2.6	2.8	-2.6	-2.2	12.0	-0.2	0.1
Cc1ccc(-n2c(-c3c(-c4ccccc4)noc3C)n[nH]c2=S)cc1	0.7	-8.3	-2.8	1.7	3.8	-5.2	2.0	-0.6	-1.6
COc1ccc(S(=O)(=O)Nc2cccnc2)cc1OC	-3.1	12.4	3.4	-0.7	-5.7	2.2	2.0	1.0	1.3
CCOC(=O)C1CCN(C(=O)COC(=O)CNC(=O)c2ccc(OC)cc2)CC1	-16.1	5.0	1.8	-13.8	27.3	1.5	0.0	-0.8	0.1
COc1ccccc1CNC(=O)CN1CCC(NC(=O)c2ccccc2F)CC1	0.7	-3.6	1.2	-1.4	-1.0	6.4	3.0	-5.3	3.4
Cc1cc(C(=O)CN2C(=O)C(=O)N(CC(C)C)C2=O)c(C)n1C1CC1	-7.3	0.5	x	x	8.0	1.7	0.0	-1.4	2.0
CC(OC(=O)C1CC(=O)N(Cc2ccccc2)C1)C(=O)Nc1ccccc1[N+](=O)[O-] (centres undefined)	2.3	-1.4	0.0	-45.8	8.8	2.7	3.0	0.4	0.4
O=C(NNC(=O)c1ccccc1Br)c1ccc2nc[nH]c2c1	-22.5	3.0	0.0	0.9	0.1	-6.4	29.0	-9.3	-3.2
Cc1ccc(OCC(=O)Nc2nnc(S(=O)(=O)N3CCCCC3)s2)cc1	-1.7	-1.0	30.1	6.0	1.5	-5.7	0.0	0.7	0.7
Cc1ccc(OCC(=O)N(C)CC(=O)Nc2ccc(F)c(F)c2F)cc1	-7.1	-2.6	-2.8	3.5	4.0	0.3	1.0	-2.1	0.1
